PAX8 inh HTS = inhibitors of PAX8-driven TPO luciferase reporter, primary screen, RMG-I cells, single concentration. SteadyGlo, 24 h. 360,000 tested, 1.2% active. inhibition, % at 12.6 µM. AID 652154, 2013;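 active = mean replicate inhibition at least 60% with every replicate also reaching 60%; inconclusive = only one of the two criteria is met; inactive = mean below 60% and not all replicates reaching 60%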;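 note: luciferase light reporting Pax8 driven TPO promoter activity; plate controls were median of neutral control wells for no effect and mitoxantrone controls for full effect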
ARNT TACC3 PPI = disruptors of ARNT/TACC3 protein interaction, primary screen, biochemical, AlphaScreen, single concentration. AlphaScreen His-ARNT PAS-B/GST-TACC3 binding, luminescence; TACC3 fragment carries E629A point mutation. inhibition, % at 9.99 µM. AID 623870, 2012. Transforming acidic coiled-coil-containing protein 3 (Homo sapiens), Q9Y6A5. 390,000 tested, 0.66% active;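 active = mean inhibition of replicates at least 50% and at least half of replicates each reaching 50%; inconclusive = half or more replicates reach 50% but mean below 50%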;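 note: 0% = complete ARNT plus TACC3 wells and 100% = ARNT alone without TACC3; many hits fall short of the cut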
Active calls of the source: *; ? = inconclusive. Some of the compounds tested. The share of hits here may be higher or lower than overall.

molecule	PAX8 inh HTS	ARNT TACC3 PPI
CCC(=O)NC(Nc1nc2ccc(C)cc2s1)(C(=O)OC)C(F)(F)F (stereo unspecified)	15	2
COc1ccc(-n2nnnc2SCC(N)=O)cc1	-4	4
CCn1c(SCC(=O)Nc2ccc3c(c2)OCO3)nc2ccccc21	-23	-9
Cc1cccc(N2CC(C(=O)Nc3ccc4c(c3)OCO4)CC2=O)c1C (stereo unspecified)	8	3
CCOC(=O)c1ccc(NC(=O)CCOc2ccc(C)cc2)cc1	12	-6
CCN(CC)C(=O)Cn1c(=O)n(C)c2ccccc21	-5	-3
Cc1ccc(NC(=O)c2ccc(-n3cccn3)c([N+](=O)[O-])c2)cc1	-19	1
Cc1ccccc1CSc1nnc(-c2ccccn2)n1N	-99	54*
O=S(=O)(Nc1ccc2nc(-c3ccco3)[nH]c2c1)c1ccccc1	-142	15
COc1ccccc1OCCn1c(C(C)O)nc2ccccc21 (stereo unspecified)	27	-3
CCc1ccccc1NC(=O)CSc1nnc([C@@H](NC(=O)OC(C)(C)C)C(C)CC)o1 (stereo partly specified)	4	-1
CCOc1ccc(Cc2nc(N)nc(N)n2)cc1	-7	-6
Cc1ccc(CNC(=O)c2ccc(C#CC(C)(C)O)s2)cc1	-19	0
CCOC(=O)c1c(C)[nH]c2ccc(O)cc12	17	0
O=C(c1ccc(Cl)cc1)c1c[nH]cc1-c1ccccc1	-7	-2
CC1CCN(C(=O)CSc2nc(N)cc(N)n2)CC1	7	0
Cn1cnc([N+](=O)[O-])c1Sc1ccccc1	-11	-1
COc1ccc(CCNC(=O)CCS(=O)(=O)c2cccc3nsnc23)cc1OC	20	-11
COc1cccc(-c2nnc(N(C)C(=O)C3CCOC3)s2)c1 (stereo unspecified)	-90	19
CCN(CC)S(=O)(=O)c1ccc(NC(=O)CC(NC(C)=O)c2ccccc2)cc1 (stereo unspecified)	16	2
N#Cc1cccc(NC(=O)c2nc(-c3ccccc3)n(-c3ccccc3)n2)c1	27	-3
CCOC(=O)C1=C(C)OC(N)=C(C#N)C1c1ccc(O)c(OC)c1 (stereo unspecified)	-5	2
Cc1cc2c(c(=O)n1CCc1ccccc1)C(C(C)C)C(C#N)=C(N)O2 (stereo unspecified)	0	3
COCCOC(=O)c1c(C)oc2ccc(NS(=O)(=O)c3ccc(C(=O)O)cc3)cc12	-11	1
Cc1c(NC(=O)C(C)OC(=O)c2cc3c4ccccc4n(C)c3s2)c(=O)n(-c2ccccc2)n1C (stereo unspecified)	29	2
CCOc1ccc(OCC)c(NC(=O)c2[nH]c(C)c(C(C)=O)c2C)c1	5	-3
CCOc1ccc(-c2noc(CCC(=O)NC)n2)cc1OCC	-17	-10
O=C(CN(C(=O)Cn1nnc(-c2cccs2)n1)c1ccc2c(c1)OCCO2)NCC1CCCO1 (stereo unspecified)	-9	-2
COc1ccccc1-c1cc(C(=O)NCCc2ccccc2)no1	-116	-3
Cc1cccc(C)c1OCc1nnc(SCC(=O)NCCc2ccccc2)o1	13	1
Cc1ccc(-n2nc(-c3ccco3)cc2C(=O)NCc2cccnc2)cc1	6	2
Cc1cc(C)nc(Nc2n[nH]c(-c3ccc(N)cc3)n2)n1	-103	-1
CCOc1ccc(C2C(C#N)=C(N)Oc3n[nH]c(C)c32)cc1OC(=O)C1CC1 (stereo unspecified)	20	8
Cc1ccc(NC(=O)C2CCCN2C(=O)Oc2ccccc2)cc1C (stereo unspecified)	-8	-24
COC(=O)CSc1nnc(Cc2cc(=O)[nH]c(=O)[nH]2)n1-c1cccc(OC)c1	-4	0
Cc1ccc(C)n1NC(=O)c1cccc(Cl)c1	6	-16
NC(=O)c1ccsc1NC(=O)C1CCCN1S(=O)(=O)c1ccc(Cl)cc1 (stereo unspecified)	10	-26
CSc1nc(-c2ccc(C)cc2)[nH]c1S(=O)(=O)c1ccccc1	25	1
CCC(C)NC(=O)COc1ccc(Br)c(C)c1 (stereo unspecified)	-27	-2
COC(=O)c1c(S(=O)(=O)NCc2ccccc2)sc(C(=O)O)c1C	8	-3
COC(=O)c1cccc(N2C(=O)C3CC=CCC3C2=O)c1 (stereo unspecified)	-21	0
COc1ccc2cc(C#N)c(SCC(=O)NNC(=O)Cc3ccccc3)nc2c1	-9	3
O=C(/C=C/c1ccc(Br)cc1)NC1CCCCCC1	-13	-8
O=C(NCc1ccccc1)c1ccc(/C=N/O)nc1	1	7
C=CCn1c(SCc2nc3ccccc3[nH]2)nnc1-c1ccccn1	2	16
CC(=O)c1ccc(N2CCN(C(=O)c3ccc4c(=O)n(-c5ccccc5)c(=O)[nH]c4c3)CC2)cc1	26	-22
CCOC(=O)Cn1c(=N)n(CCOc2cccc(C)c2)c2ccccc21	0	-1
COCC(=O)Nc1nc2ccccc2s1	-98	0
OC(COCc1ccccc1)CN1CCN(c2ccccc2)CC1 (stereo unspecified)	-2	-18
CCN=C1S/C(=C\c2cn(C(C)=O)nc2-c2ccccc2)C(=O)N1CC	22	0
CCOC(=O)C1=NN(N=O)C2(CC(=O)N(c3cc(C)cc(C)c3)C2=O)C1 (stereo unspecified)	-12	4
CSc1nc(NC(C)(C)C)nc(Oc2ccc(=O)n(C)n2)n1	-22	-2
CCCOc1ccc(N2C(=O)CC(N(O)c3ccccc3)C2=O)cc1 (stereo unspecified)	-131	-5
Cc1ccc(OCC(=O)Nc2sc3c(c2C#N)CCC3)cc1C	-101	-4
CC1=NN(c2ccc(C(=O)OC(C)C)cc2)C(=O)/C1=C\C=C\c1ccco1	-13	-26
O=C1Nc2ccccc2C(O)(C(=O)NC2CC2)N1c1ccc(Cl)c(Cl)c1 (stereo unspecified)	-10	-3
CCOc1ccccc1NC(=O)C12CC3CC(C1)CC(c1ccc(C)cc1)(C3)C2	3	35
Cc1cccc(C(=O)NC(=S)Nc2ccc(Cc3ccncc3)cc2)c1	-38	25
Cc1ccc(-c2nnc(-n3nnc4ccccc43)c3ccccc23)cc1	1	1
O=c1cc(CO)oc(CN2CCN(c3ccccc3)CC2)c1O	16	4

Three structures already listed, ordered by formula weight, low to high.
molecule	PAX8 inh HTS	ARNT TACC3 PPI
Cc1ccc(OCC(=O)Nc2sc3c(c2C#N)CCC3)cc1C	-101	-4
Cc1cccc(C(=O)NC(=S)Nc2ccc(Cc3ccncc3)cc2)c1	-38	25
CCN=C1S/C(=C\c2cn(C(C)=O)nc2-c2ccccc2)C(=O)N1CC	22	0

Further records.
molecule	PAX8 inh HTS	ARNT TACC3 PPI
O=C(COC(=O)c1ccc(=O)n(Cc2ccccc2)n1)Nc1ccc2c(c1)OCCO2	-1	0
O=C(c1cc2c(=O)oc3ccccc3c2s1)N1CCOCC1	-3	7
CCCCCCCC(=O)NC(Nc1ccc(S(N)(=O)=O)cc1)C(Cl)(Cl)Cl (stereo unspecified)	26	3
CCOC(=O)c1sc(N)c(C#N)c1CSc1nc2ccc(OCC)cc2[nH]1	13	1
COc1ccc(Nc2nccc3c2nnn3C)cc1	-129	-4
COc1ccccc1NS(=O)(=O)c1cccc(C(=O)N/N=C(\C)c2ccc(-n3ccnc3)cc2)c1	-4	1
O=C(CSc1cccs1)Nc1ccc2ccccc2c1	-131	-5
O=P(c1cccs1)(c1cccs1)c1cccs1	-11	-1
NNC(=O)CNC(c1ccccc1)c1cc(Br)ccc1NC(=O)c1ccccc1Br (stereo unspecified)	2	24
COCCn1c(SCC(=O)Nc2cccc(C)c2)nnc1C(C)C	6	1
O=C(c1ccccc1)N1CCN(C2c3cccc4cccc(c34)C2NS(=O)(=O)c2ccccc2)CC1 (stereo unspecified)	21	-1
CC1(C)N=C(SCC(=O)Nc2ccc(Cl)cc2)C(c2ccc(Cl)cc2)=N1	-14	-1
O=C(CSc1nnc(-c2cccnc2)n1Cc1ccco1)c1ccc(Cl)cc1	0	3
CCOC(=O)c1c(NC(=O)CSc2n[nH]c(-c3ccco3)n2)sc(C)c1C	-14	1
CCc1nc(N)c(C#N)c(-c2cccn2C)c1C	-12	-4

Entries of single compounds, quoted from the list. Order of values: PAX8 inh HTS	ARNT TACC3 PPI
O=C(c1cc2c(=O)oc3ccccc3c2s1)N1CCOCC1 as listed: -3	7
CCOc1ccc(C2C(C#N)=C(N)Oc3n[nH]c(C)c32)cc1OC(=O)C1CC1 (stereo unspecified) as listed: 20	8

(continued)
molecule	PAX8 inh HTS	ARNT TACC3 PPI
CCn1c(CNc2ccc(F)cc2)nnc1SCC(=O)Nc1ccc(OC)cc1	18	11
Cn1c(-c2ccccc2)cnc1SCc1nc2ccccc2c(=O)[nH]1	-104	16
O=S(=O)(Nc1ccc(S(=O)(=O)Nc2nccs2)cc1)c1ccc2c(c1)OCCO2	0	-18
CCS(=O)(=O)N1Cc2ccccc2CC1C(=O)NCC12CC3CC(CC(C3)C1)C2 (stereo unspecified)	2	-6
CCOc1cccc(-c2nn3c(-c4ccccn4)nnc3s2)c1	-13	8
Cn1nc(C(=O)Nc2ccc(S(=O)(=O)N3CCCCC3)cc2)ccc1=O	6	-21
COc1ccc2nc(-c3ccc(N)cc3)[nH]c2c1	?	0
CCCCN(CC)C(=O)CN(C)S(=O)(=O)c1cccc2nsnc12	-9	-5
CCOC(=O)c1ccccc1NC(=O)COc1cc(=O)n(CC)c2ccccc12	-15	-5
COc1cccc2sc(N(C)c3ccccc3)nc12	-129	-2
O=C(CCn1c(SCC(=O)NCc2ccco2)nc2ccccc2c1=O)NCCc1ccccc1	24	6
Cc1cnc(C(=O)Nc2ccc(N3CCN(C(=O)OC(C)(C)C)CC3)cc2)cn1	23	2
Cc1cccc(-c2n[nH]c([N+](=O)[O-])n2)c1	20	6
C=CCSc1nsc(N)n1	-18	-6
COc1ccccc1CCn1cnc2c3cc(C)ccc3n(C)c2c1=O	-27	-5
O=C(c1ccc([N+](=O)[O-])cc1)N(C1=NCCCCS1)c1ccccc1	4	-1
CCc1c(C)c(C#N)c2nc3ccccc3n2c1Nc1c(C)n(C)n(-c2ccccc2)c1=O	14	-1
CCOc1ccccc1C(=O)N1CCCCC1C (stereo unspecified)	-19	5
CC(C)(C)OC(=O)N1CCOCCOCCN(C(=O)OC(C)(C)C)CCOCCOCC1	-10	-21
CC(C)Cc1cc(C(=O)N2N=C(C(F)F)CC2(O)C(F)F)c2ccccc2n1 (stereo unspecified)	-24	5
CCN(CCNC(=O)CS(=O)(=O)Cc1nc(-c2cccc(OC)c2)oc1C)c1ccccc1	2	-5
COc1ccc(CC(=O)OCC(=O)NC(=O)NC2CCCCC2)cc1	-9	-11
N#CCCCSC1=C(C#N)C(c2ccccc2Cl)CC(=O)N1 (stereo unspecified)	3	0
CCOC(=O)c1cnc(SC2CCc3ccccc3C2=O)nc1N (stereo unspecified)	-3	21
CCCCN(CC)CCNC(=O)C1c2cc(OC)c(OC)cc2C(=O)N2CCc3ccccc3C12 (stereo unspecified)	-1	-2
O=C(CNCCC1=CCCCC1)Nc1ccc(N2CCCCCC2)cc1	2	23
Nc1cccc(C(=O)Nc2ccco2)c1	-17	1
COc1cccc(C2C(C(=O)OC(C)C)=C(C)Nc3ncnn32)c1 (stereo unspecified)	3	1
S=c1[nH]nc(-c2cccc(Br)c2)o1	6	-2
COc1ccc(-c2csc(Nc3cccnc3)n2)cc1OC	-53	40
Cc1occc1-c1nnc(SCC(=O)N2CCN(c3ccccc3)CC2)n1C	11	2
COC(=O)CC[C@@H](C(=O)O)N1C(=O)c2ccccc2C1=O	7	-2
COc1ccc(C)cc1NC(=O)CN(c1ccccc1)S(C)(=O)=O	12	-10
Cn1nc(-c2ccc(OCC(N)=O)cc2)c2ccccc2c1=O	4	1
COc1cccc(C(c2nnnn2CS(=O)(=O)c2ccc(C)cc2)N2CCN(C)CC2)c1OC (stereo unspecified)	5	0
CCCc1nnc(SCC(=O)N2CCCCC2)n1CC1CCCO1 (stereo unspecified)	23	-7
CC(=O)Nc1ccc2c(c1)nc(CCN1CCN(C)CC1)n2C	11	0
CC1CCCN(C(=O)c2ccc3nc[nH]c3c2)C1 (stereo unspecified)	-6	-2
Cc1nnc(SCC(=O)NCc2ccccc2)n1-c1ccccc1	3	6
Cc1ccc(S(=O)(=O)n2ccc(-c3ccc(OCc4c(F)cccc4Cl)cc3)n2)cc1	-14	-4
CCOC(=O)c1sc2nc3c(cc2c1N)COC(C)(CC)C3 (stereo unspecified)	-172	-24
CCOC(=O)N1CCN(C(=O)CN(c2cccc(C(F)(F)F)c2)S(C)(=O)=O)CC1	-25	21
CNc1nc(C)nc(-n2nc(C)cc2C)n1	-13	-11
O=C(CCN1CCCCCC1)c1ccccc1	6	-7
CCOC(=O)c1ccccc1NC1OC(=O)c2ccccc21 (stereo unspecified)	-1	26
O=S(=O)(Nc1ccc(-c2cn3ccsc3n2)cc1)c1ccc2c(c1)OCCO2	-42	-5
O=C(O)CCc1ccc(-c2cccs2)n1CC1CCCO1 (stereo unspecified)	20	-1
CCOc1ccccc1C(=O)OCC(=O)Nc1ncc(C(F)(F)F)cc1Cl	-8	-4

Bioassay records: PubChem BioAssay, Broad Institute
